Mtb BioA inh – blocks M. tuberculosis BioA enzyme activity; AID 602481; hit rate 0.096% among 360,000; inhibition, % at 9.99 µM; purified M. tuberculosis BioA enzyme, plate reader; in the data active means inhibition above about 40%; inconclusive means no clear call, values can overlap the other calls
PfHsp40 rescue – rescue of PfHsp40-mediated yeast toxicity; S. cerevisiae expressing PfHsp40, growth rescue, ATP luminescence; growth rescue, % at 12.5 µM; hit rate 0.68% among 340,000; in the data active means growth rescue above about 28%, passing the limit was not always enough; inconclusive means no clear call, values can overlap the other calls;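 further: yeast W303a lacking pdr1 and pdr3 grown in galactose medium; growth measured after three days at 30 °C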
BH1578 lux ind – inducers of Vibrio cholerae quorum light production without autoinducers | V. cholerae BH1578 lux reporter, luminescence, 6 h | hit rate 0.16% among 350,000 | AID 588436 | activation, % at 18.7 µM; in the data active means activation mostly above about 9.7%, no sharp cut-off; inconclusive means no clear call, values can overlap the other calls; inactive means mostly below about 3.7%; further: not every result past the cut was called active; inactives centre near 0; reference of the scale not given here
Yp Topo-I inh – blocks Yersinia pestis topoisomerase I activity; Y. pestis Topo-I cleavage product accumulation, plate reader; activity, % at 10 µM; hit rate 0.064% among 360,000; AID 504884; in the data active means activity above about 50%, passing the limit was not always enough; inconclusive means no clear call, values can overlap the other calls; further: inactives centre near 2
UGM FP inh – Mtb UDP-galactopyranose mutase inhibition; P9WIQ1; purified UGM, fluorescence polarization probe displacement; inhibition, % at 10 µM; hit rate 0.06% among 320,000; in the data active means inhibition above about 10%, passing the limit was not always enough; inconclusive means no clear call, values can overlap the other calls
Target sequence (P9WIQ1 whole entry, looked up): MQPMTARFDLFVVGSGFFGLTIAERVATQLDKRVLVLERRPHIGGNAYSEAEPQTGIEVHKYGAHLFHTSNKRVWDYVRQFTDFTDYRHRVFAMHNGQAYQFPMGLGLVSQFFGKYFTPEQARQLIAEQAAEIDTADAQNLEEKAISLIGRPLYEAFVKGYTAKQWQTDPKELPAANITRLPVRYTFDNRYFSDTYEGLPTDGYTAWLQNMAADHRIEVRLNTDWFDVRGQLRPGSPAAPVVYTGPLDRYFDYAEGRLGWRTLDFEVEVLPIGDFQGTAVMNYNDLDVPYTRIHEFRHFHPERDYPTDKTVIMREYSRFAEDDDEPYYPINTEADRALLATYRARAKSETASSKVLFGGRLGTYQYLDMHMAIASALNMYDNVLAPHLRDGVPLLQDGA
FadD28 binding – M. tuberculosis FadD28 bisubstrate binding inhibition; FadD28 bisubstrate probe binding, fluorescence polarization; inhibition, % at 12.5 µM; hit rate 0.22% among 360,000; in the data active means inhibition above about 8.5%, passing the limit was not always enough; inconclusive means no clear call, values can overlap the other calls
GDH-TPI counter – inhibits GDH-TPI coupling enzymes, artifact for Mtb FBA screen. GDH-TPI coupled enzyme counterscreen, NADH absorbance. inhibition, % at 4.8 µM. hit rate 1.2% among 360,000. AID 588335; in the data active means inhibition above about 30%;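 further: 0% = DMSO wells and 100% = wells lacking the enzyme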
TcdB GH inh – inhibitors of Clostridioides difficile toxin B glycohydrolase | hit rate 0.24% among 350,000 | TcdB glycohydrolase enzymatic assay, plate reader | inhibition, % at 9.99 µM; in the data active means inhibition above about 10%
FBA Mtb inh – inhibitors of M. tuberculosis fructose-bisphosphate aldolase; purified M. tuberculosis FBA, fluorescence read-out; hit rate 2.3% among 360,000; inhibition, % at 1 µM; AID 588726; in the data active means inhibition above about 27%;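 further: 0% = vehicle and 100% = reference inhibitor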
Target sequence (P9WQA3 whole entry, looked up): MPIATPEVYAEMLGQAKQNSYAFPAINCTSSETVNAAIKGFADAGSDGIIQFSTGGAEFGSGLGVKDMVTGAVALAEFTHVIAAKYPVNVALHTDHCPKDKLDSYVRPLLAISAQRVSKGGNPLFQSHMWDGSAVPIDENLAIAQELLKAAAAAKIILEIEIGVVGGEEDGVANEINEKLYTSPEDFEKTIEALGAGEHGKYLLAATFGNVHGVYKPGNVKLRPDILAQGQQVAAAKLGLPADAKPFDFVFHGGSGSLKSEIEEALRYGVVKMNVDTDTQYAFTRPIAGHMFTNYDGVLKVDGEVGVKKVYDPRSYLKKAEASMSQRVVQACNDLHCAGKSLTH
Starred values were filed as active, the others as inactive; i = inactive; ? = inconclusive; . = not tested or not shown; + = active, no number.

SMILES	Mtb BioA inh	PfHsp40 rescue	BH1578 lux ind	Yp Topo-I inh	UGM FP inh	FadD28 binding	GDH-TPI counter	TcdB GH inh	FBA Mtb inh
Cc1sc2ncnc(SCC(=O)Nc3ccc(CN4CCCC4)cc3)c2c1C	-0.2	-0.8	-0.3	4	-2.1	-4.1	-7	1.5	-1
CN(CC(=O)NC(=O)NC1CCCCC1)CC(=O)Nc1ccccc1C(F)(F)F	0.9	.	-0.2	28	.	-3.3	7	-0.4	-3
O=C(NC(Cc1c[nH]c2ccccc12)C(=O)N/N=C/c1ccc(Br)cc1)c1cccs1 (stereo unspecified)	-0.6	0.6	-0.2	5	-0.7	-6.2	-2	-0.4	6
Cc1ccc(C)c2nc3sc(C(=O)N4CCOCC4)c(N)c3cc12	.	4.6	i	17	0.8	-2.2	14	4.5	0
O=C(N/N=C/c1ccc(N2CCOCC2)cc1)c1ccccn1	.	0.6	-0.2	-4	0.2	-1.9	67*	-6.1	3
CC1(C(=O)Nc2ccc(Cl)c(Cl)c2)CCN1C(=O)CC(c1ccccc1)c1ccccc1 (stereo unspecified)	0.0	.	-4.0	4	.	-2.9	0	-0.1	-3
O=C(CN1C2CCCC1CC(NC(=O)C1CCCCC1)C2)NCc1ccc(F)cc1 (stereo unspecified)	0.3	1.2	i	5	0.2	-1.4	-9	-0.5	-1
O=C(C(Cc1ccccc1)n1cccc1)N1CCN(c2ncccn2)CC1 (stereo unspecified)	1.1	-0.1	i	13	2.4	-0.2	12	0.0	3
CCN(CC)CCCN1CC(=O)N2[C@@H](Cc3c([nH]c4ccccc34)C2(C)C)C1=O	-2.0	0.0	i	-14	-1.3	-4.3	0	-0.1	1
Cc1cccc(NC(=O)c2ccccc2NC(=O)c2ccco2)c1	-2.3	3.8	-0.7	10	0.3	-2.2	3	1.5	-2
CC(C)CCn1c(Sc2nc3ccccc3o2)nc2c1c(=O)[nH]c(=O)n2C	-0.5	0.5	-0.2	26	-0.7	-3.2	-4	.	-2
CCCN1CN=C(NS(=O)(=O)c2ccc(C)cc2)NC1	-0.9	-1.4	-0.2	8	0.2	0.1	1	-1.0	1
CC1CCCC(NC(=O)CCC(=O)N2CCOc3ccccc32)C1C (stereo unspecified)	-0.2	-0.5	-0.1	6	-1.1	-2.1	3	-0.7	2
O=C(NCCNC(=O)c1ccc(Cl)cc1Cl)c1ccco1	-3.3	-0.8	i	6	-0.2	-1.2	1	0.5	3
Cc1ccc(C23CC4CC(CC(C(=O)NC(C)C)(C4)C2)C3)cc1	-0.3	0.0	-0.5	31	2.3	-3.1	0	0.5	0
CCn1cc(/C=C(\NC(=O)c2ccccc2F)C(=O)N2CCCC2)c2ccccc21	0.2	-0.7	0.9	8	0.4	-2.5	32*	.	-6
CN(Cc1cccc(Cl)c1Cl)C(=O)c1ccccc1SCC(=O)N1CCCC1	0.0	-0.2	1.2	23	.	-1.5	13	0.8	8
CCc1ccc(OC2(C)CCN(Cc3ccc(SC)cc3)C2)cc1 (stereo unspecified)	-1.1	.	i	12	.	-0.8	0	0.8	3
CC1C(=O)C(C)C(c2ccccc2F)NC1c1ccccc1F (stereo unspecified)	0.4	.	-0.9	10	-1.7	0.5	5	1.3	-1
Cc1c(Cl)cccc1NC(=O)Cn1c(-c2ccc(F)cc2)noc1=O	.	-0.4	i	-5	-0.5	-0.5	-1	-0.8	-2
Cn1c(CCC(=O)OCC(=O)NCc2ccccc2Cl)nc(=O)c2ccccc21	.	1.1	i	4	-0.9	-1.1	-15	7.8	6
Fc1ccc(CNc2nc(-c3ccco3)cc(C(F)(F)F)n2)cc1	-2.4	1.6	i	-1	0.0	-5.1	7	.	0
Cc1cccc(CC(C)NC(=O)CCc2nnc(CCCCc3ccccc3)o2)n1 (stereo unspecified)	.	-1.0	-0.3	10	-0.6	-3.9	-6	0.7	2
c1ccc2c(NC3=NCCS3)cccc2c1	0.5	-1.6	-2.8	-3	-0.8	0.3	-4	.	5
CCC(=O)Nc1cccc(-c2nnc(-c3cccc(NC(=O)CC)c3)o2)c1	-0.8	-0.8	2.0	0	1.3	-3.5	4	-0.9	5
Cc1ccc(NC(=O)C(C)OC(=O)CSc2ccccc2)cc1 (stereo unspecified)	-0.5	-0.4	-3.3	4	3.4	-0.9	10	5.4	2
CC1=CC(=NOC(=O)/C=C/c2ccccc2)C=C(C)C1=O	1.0	0.3	i	-1	-4.8	-3.1	9	.	-5
COC(=O)[C@@H]1C[C@@]2(O)[C@H](O)[C@H](O)[C@H](O)C[C@H]2N1Cc1ccc(C(C)(C)C)cc1	-0.1	29*	2.2	2	2.3	-3.2	-4	0.2	-4
COc1ccc2c(c1OC)C(=O)OC2Nc1ncc(Br)cc1Br (stereo unspecified)	-0.3	-0.7	-0.3	1	0.0	-2.3	4	.	2
S=C(NCCc1ccccc1)N1Cc2cc(-c3ccccc3)ccc2-n2nncc2C1	-1.2	.	.	.	.	-6.4	.	1.9	-5
CCn1c(SCCOc2ccc(Cl)cc2)nnc1-c1cccs1	2.3	1.3	-0.3	41	1.7	-5.2	1	.	7
Cc1ccn2cc(C(=O)Nc3cccc(C(=O)NC4CC4)c3)nc2c1	-0.2	-1.5	-0.9	12	.	-1.3	9	0.4	2
CCOC(=O)C1=C(C)N=c2s/c(=C/c3cccc([N+](=O)[O-])c3O)c(=O)n2C1c1ccccc1 (stereo unspecified)	.	0.0	-0.4	8	-1.6	5.0	14	-0.4	-3
COc1ccc(S(=O)(=O)NCC(=O)NCc2cc(=O)n(C)c(=O)n2C)cc1C	5.2	-0.3	-0.3	3	-2.6	-4.7	13	-0.8	0
c1ccc(-c2ccc(CN3CCSCC3)cc2)cc1	0.1	0.8	-0.1	21	0.9	0.3	-3	1.9	-4
CN(C)c1ncnc2c1ncn2[C@H]1CN(Cc2ccc(Cl)cc2)C[C@@H](CO)O1	-0.9	.	i	26	.	-3.4	-7	-0.5	-3
COc1ccc(-c2cc3ccc(OCc4nn[nH]n4)cc3oc2=O)cc1	.	0.7	i	20	-0.9	-3.8	35*	.	+
COc1ccc(-c2csc(NC(=S)NC(=O)c3ccc4ccccc4c3)n2)cc1OC	1.0	-2.3	i	7	0.8	-1.0	6	2.1	1
COc1ccc(-n2nc(C(=O)Nc3ccc4c(c3)OCO4)c3c4ccccc4n(C)c3c2=O)cc1	1.5	0.3	i	-12	1.4	-2.5	-8	.	-5
CCCCCC1CC(CC(=O)NC(=S)Nc2ccccc2Cl)C(=O)O1 (stereo unspecified)	-0.2	4.9	-0.5	12	-3.3	-2.4	5	.	-3
CCc1ccc(NC(=S)N2CCC(NC(=O)C3CCCCC3)CC2)cc1	.	0.5	-0.2	11	1.0	.	-5	-4.6	-1
C#CC[N+](C)(C)CCCCCCCCCC	-5.1	-0.5	-0.7	-12	0.0	-0.2	3	0.5	1
COc1ccc(C2(C#N)CCC(=O)N2c2ccccc2)cc1 (stereo unspecified)	-0.7	-0.1	-0.6	-1	-1.5	-0.6	-9	1.3	3
O=C(CSc1ncccn1)Nn1cnnc1	.	-0.2	-0.4	5	-0.8	1.2	6	.	-2
COc1ccc(CCC(=O)N2CCCC(Nc3ccc(OC)cc3)C2)cc1 (stereo unspecified)	0.7	-1.0	-3.1	-5	2.8	-1.0	11	6.6	3
CCCc1c(C(=O)N/N=C(\C)c2ccccc2O)nnn1-c1nonc1N	-0.5	.	-0.5	5	.	-0.3	10	2.3	-1
N#Cc1cnn(CC2CCCCC2)c1N	-1.5	0.3	i	-4	-1.0	-4.6	-11	.	-1
CCOC1=C2CN(S(=O)(=O)c3ccc(C)cc3)[C@H](c3ccccc3)C[C@H]2[C@H]2C(=O)N(c3ccccc3)C(=O)[C@H]2C1	-2.4	.	.	.	.	-2.8	.	0.6	-1
CC1CC2OC(=O)C3(C)CCCC(C)(C23)C1(O)CCc1ccoc1 (stereo unspecified)	.	0.7	-0.5	-2	3.3	-4.3	-9	-0.1	1
Cc1ccccc1C(=O)Nc1nnc(-c2cccnc2)o1	-0.8	-0.9	-0.3	-4	-1.2	-0.7	4	0.3	3
CCn1c(SCc2nc3ccccc3c(=O)[nH]2)nc2ccccc21	.	1.2	-0.2	22	-0.8	-3.6	-3	2.3	0
O=[N+]([O-])c1ccc2oc(C3CCCCC3)nc2c1	-1.3	-0.8	-0.5	0	-2.6	0.2	3	-0.1	6
O=C(CN1CCCC1)NCC(=O)Nc1ccc(F)cc1	2.4	2.7	-0.3	4	-3.5	-0.5	11	1.3	+
CCOc1ccc2ccc(OCC)c(/C=N/n3cnnc3)c2c1	0.8	-0.6	i	15	1.4	-5.8	1	-0.8	1
CCCc1ccc(OCc2ccc(C(=O)N/N=C/c3cccnc3)o2)cc1	0.2	0.3	-0.3	28	1.0	.	10	0.7	-1
N#Cc1c(NC(=O)CSc2ncc(-c3ccccc3)n2CC2CCCO2)sc2c1CCCC2 (stereo unspecified)	-0.7	-1.5	-0.3	-2	2.5	-4.8	-11	.	-2
CC(C)CC1NC(=O)N(CC(=O)N2c3ccccc3NC(=O)C2(C)C)C1=O (stereo unspecified)	.	-0.9	-0.3	3	-1.9	-2.2	4	0.6	7
C/C(=N\Nc1ccc([N+](=O)[O-])cc1)c1cccc(N)c1	-0.1	?	2.8	-23	-1.7	-2.0	4	15*	-14
COCCn1c(SCC(=O)NC2CCCCC2C)nc2ccccc2c1=O (stereo unspecified)	-3.0	0.2	-0.3	0	-2.3	0.1	4	0.4	0
CC1CC(C)CN(S(=O)(=O)c2ccc(C(=O)OCC(=O)Nc3ccccc3)cc2)C1 (stereo unspecified)	-1.3	.	-0.5	-2	.	-2.3	-2	0.5	-2
New compounds follow
SMILES	Mtb BioA inh	PfHsp40 rescue	BH1578 lux ind	Yp Topo-I inh	UGM FP inh	FadD28 binding	GDH-TPI counter	TcdB GH inh	FBA Mtb inh
O=C(N/N=C/c1ccccc1)c1[nH]c2ccc(Br)cc2c1-c1ccccc1	.	0.5	-0.5	-2	-2.3	-3.9	3	0.1	0
CCC12CC3CC(C1)CC(C(=O)Nc1nn[nH]n1)(C3)C2	-0.3	0.9	i	3	3.6	0.8	6	2.0	-1
CC(=O)n1cc(N(C(=O)CCl)c2ccc([N+](=O)[O-])cc2)c2ccccc21	6.2	3.7	-0.2	-11	-0.7	-1.6	2	-0.7	0
CCCNC(=O)C1(C)CCN(C(=O)c2ccccc2OC(F)(F)F)C1 (stereo unspecified)	-0.7	.	i	-6	.	-2.7	2	1.0	-3
CC(=O)c1ccc(N2CCC(C)CC2)c(F)c1	.	-1.0	-0.2	-8	0.3	-0.7	14	1.5	4
Cc1ccc(C)c(SCC(=O)NCc2ccco2)c1	0.1	1.1	.	2	-0.2	-1.6	7	.	-6
Cc1ccc(/C(N)=N/OC(=O)CCC2CCCCC2)cc1	-0.9	0.5	i	9	0.1	-0.1	3	.	-3
CCOC(=O)OCC(=O)C1(O)CCC2C3CCC4=CC(=O)CCC4(C)C3C(O)CC21C (stereo unspecified)	1.7	0.1	-8.3	-4	.	0.2	8	0.1	-4
Cc1cccc(OCC(=O)N/N=C/c2ccc(N(C)C)cc2)c1	3.3	2.0	-0.4	1	-2.7	-0.5	25	-1.1	20

A draw from above in order of formula weight, ascending:
SMILES	Mtb BioA inh	PfHsp40 rescue	BH1578 lux ind	Yp Topo-I inh	UGM FP inh	FadD28 binding	GDH-TPI counter	TcdB GH inh	FBA Mtb inh
CC(=O)c1ccc(N2CCC(C)CC2)c(F)c1	.	-1.0	-0.2	-8	0.3	-0.7	14	1.5	4
Cc1ccc(C)c(SCC(=O)NCc2ccco2)c1	0.1	1.1	.	2	-0.2	-1.6	7	.	-6
Cc1ccc(/C(N)=N/OC(=O)CCC2CCCCC2)cc1	-0.9	0.5	i	9	0.1	-0.1	3	.	-3
CC(=O)n1cc(N(C(=O)CCl)c2ccc([N+](=O)[O-])cc2)c2ccccc21	6.2	3.7	-0.2	-11	-0.7	-1.6	2	-0.7	0
CCOC(=O)OCC(=O)C1(O)CCC2C3CCC4=CC(=O)CCC4(C)C3C(O)CC21C (stereo unspecified)	1.7	0.1	-8.3	-4	.	0.2	8	0.1	-4

High-throughput results deposited in PubChem by several laboratories.
